Screening results (PubChem)
NLRP3 yeast inh = NALP3 inhibition in yeast. Yeast reconstituted NLRP3/ASC/caspase-1, beta-gal luminescence, 24 h. inhibition, % at 10 µM. actives 0.39% (n = 330,000);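 active means inhibition of 50% or more; inactive means inhibition below 50%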;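 further: plate controls were induced DMSO wells for no effect and uninduced yeast grown without galactose for full effect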
hIAP inh = blocks human intestinal alkaline phosphatase; purified IAP, CDP-Star luminescence, 30 min; inhibition, % at 10 µM; actives 0.12% (n = 330,000);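 active means inhibition reaching a set limit with compound at 10 µM in the primary screen, cut at about 35% in these data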;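 further: plate controls were DMSO wells with enzyme for no effect and no-enzyme buffer wells for full effect; values of inactives mirror those of a sister screen read the other way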
Target sequence (P09923 whole entry, looked up): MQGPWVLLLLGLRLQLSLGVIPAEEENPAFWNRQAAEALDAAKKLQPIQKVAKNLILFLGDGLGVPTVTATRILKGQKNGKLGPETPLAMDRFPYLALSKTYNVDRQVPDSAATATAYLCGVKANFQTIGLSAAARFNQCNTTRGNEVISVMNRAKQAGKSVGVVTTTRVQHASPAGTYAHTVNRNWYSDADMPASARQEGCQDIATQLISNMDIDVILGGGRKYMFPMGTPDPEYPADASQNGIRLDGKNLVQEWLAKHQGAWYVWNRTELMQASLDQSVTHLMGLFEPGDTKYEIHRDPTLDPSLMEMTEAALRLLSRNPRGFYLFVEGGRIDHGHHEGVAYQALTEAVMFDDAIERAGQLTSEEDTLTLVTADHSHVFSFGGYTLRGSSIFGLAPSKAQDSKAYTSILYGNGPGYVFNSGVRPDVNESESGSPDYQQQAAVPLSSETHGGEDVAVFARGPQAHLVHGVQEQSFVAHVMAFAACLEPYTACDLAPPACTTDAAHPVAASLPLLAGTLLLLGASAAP
Apaf1 inhib = human Apaf-1 inhibition; O14727; actives 0.71% (n = 330,000); AID 489030; inhibition, % at 20 µM; reconstituted apoptosome caspase-3 activity, DEVD-Rh110 fluorescence; active means inhibition of at least 40% at 20 µM;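 further: plate controls were DMSO wells for no effect and DEVD-CHO caspase inhibitor wells for full effect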
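Medium: Hepes buffer, pH 7.5 / System: biochemical Apaf-1 apoptosome reconstitution / Measured by: Rh110 fluorescence, excitation 480 nm, emission 540 nm / Times: compound with Apaf-1, dATP, procaspase-3 30 min, then 50 min reaction, room temperature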
mIAP act = mouse IAP activation; muIAP, CDP-Star luminescence, 30 min; hits give high values; 1 = vehicle-only enzyme signal, 0 = enzyme-free wells; actives 0.24% (n = 330,000); activation factor at 10 µM;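 active means activation factor of at least 2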; further: the source names both 10 and 20 µM as test concentration; values of inactives mirror those of a sister screen read the other way
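Assay system: mouse IAP enzyme / Compound: DMSO-dissolved test compounds / Timing: 30 min, room temperature / Measured by: luminescence from enzymatic CDP-Star hydrolysis / Control set: DMSO-only wells, enzyme-free buffer wells as negative control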
mIAP inh = blocks mouse intestinal alkaline phosphatase | purified mouse IAP, CDP-Star luminescence, 30 min | AID 2806 | actives 0.2% (n = 330,000) | inhibition, % at 10 µM;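 active means inhibition of at least 40% at 10 µM in the primary screen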;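 further: plate controls were DMSO with enzyme for no effect and no enzyme wells for full effect; values of inactives mirror those of a sister screen read the other way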
ATG4B inh = ATG4B (human) cysteine protease inhibition; Q9Y4P1; actives 0.51% (n = 340,000); ATG4B cleavage of LC3-PLA2, NBD-HPC fluorescence, 1 h; inhibition, % at 8.33 µM; AID 504462; in the data active means inhibition above about 40%
Target sequence (Q9Y4P1 whole entry, looked up): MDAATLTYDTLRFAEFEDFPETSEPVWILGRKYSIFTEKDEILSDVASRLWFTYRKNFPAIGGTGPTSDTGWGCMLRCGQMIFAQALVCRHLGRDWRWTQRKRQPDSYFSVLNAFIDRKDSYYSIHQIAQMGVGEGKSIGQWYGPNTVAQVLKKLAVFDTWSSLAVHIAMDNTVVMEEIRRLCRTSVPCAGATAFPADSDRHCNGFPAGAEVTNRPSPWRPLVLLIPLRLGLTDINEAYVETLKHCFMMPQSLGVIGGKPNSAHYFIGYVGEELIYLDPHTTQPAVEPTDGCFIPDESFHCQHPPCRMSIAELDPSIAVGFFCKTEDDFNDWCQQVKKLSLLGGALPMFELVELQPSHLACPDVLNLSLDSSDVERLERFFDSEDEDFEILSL
TIM10 inh = TIM10 yeast growth inhibition | actives 1.4% (n = 330,000) | inhibition, % at 10 µM | S. cerevisiae TIM10 strain growth, BacTiter-Glo luminescence, 24 h | AID 463195;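 active means inhibition of 40% or more at the single tested concentration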;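 further: wild-type TIM10 isogenic control strain grown at permissive 25 °C; 0% = DMSO yeast wells and 100% = minimal medium wells without yeast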
tim10-1 inh = tim10-1 yeast growth inhibition | S. cerevisiae tim10-1 ts strain growth, BacTiter-Glo, 24 h | AID 463190 | actives 2.2% (n = 330,000) | inhibition, % at 20 µM;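 active means inhibition of at least 40%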;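 further: mutant grown at 25 °C; 0% = DMSO wells with yeast and 100% = wells holding no yeast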
hIAP act = human IAP activation; P09923; purified human IAP, CDP-Star luminescence, 30 min; hits give high values; 1 = vehicle-only enzyme, 0 = enzyme-free background; activation factor at 10 µM; actives 0.16% (n = 330,000); AID 2524;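 active means activation factor of the enzyme at least 2-fold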; further: the source names both 10 and 20 µM as test concentration; values of inactives mirror those of a sister screen read the other way
An asterisk follows results filed as active.

SMILES	NLRP3 yeast inh	hIAP inh	Apaf1 inhib	mIAP act	mIAP inh	ATG4B inh	TIM10 inh	tim10-1 inh	hIAP act
Cc1cc(Nc2nc3ccccc3nc2Cl)n(-c2ccccc2C)n1	10	-32	-9	1	-1	-14	24	34	1.3
Cc1ccc(S(=O)(=O)NNC(=O)c2snnc2C)cc1	-9	15	-2	0.99	1	-7	10	6	0.85
CSc1ccc(/C=N/N(C)S(=O)(=O)c2ccc(C)cc2)cc1	42	1	18	1	-2	-8	3	4	0.99
COc1ccc(NC(=O)C2CC(=O)N(c3ccccc3C)C2)c(OC)c1 (centres undefined)	7	0	1	1.1	-5	0	-13	-3	1
COc1cccc(C(=O)C2CCCN(C(=O)CCc3scnc3C)C2)c1 (centres undefined)	4	0	-13	0.97	3	-7	4	20	1
OCCC1CN(Cc2cccc(-c3ccco3)c2)CCN1Cc1ccsc1 (centres undefined)	16	18	1	0.9	10	-20	8	11	0.81
CC(C)(C)N1C(=O)c2ccc(C(=O)O)cc2C1=O	13	5	19	1.1	-13	-6	0	16	0.95
N#Cc1c(C(F)(F)F)cc(=O)[nH]c1SCC(=O)O	2	-3	1	0.92	8	-4	0	-5	1
Cc1ccc(OCCOC(=O)Nc2ccccc2)cc1	18	-4	17	1	-3	7	-4	20	1
CC1(c2ccccc2)NC(=O)N(NC(=O)COC(=O)c2cc(Br)ccc2O)C1=O (centres undefined)	17	4	7	0.97	3	7	-4	2	0.96
O=C(NCCCn1ccnc1)Nc1ccc(Cl)cc1	-5	-4	-4	1.2	-19	-4	-14	-2	1
O=C(CSc1n[nH]c(=O)[nH]c1=O)N/N=C/c1ccccc1O	4	12	-2	0.82	18	-16	-7	13	0.88
O=C(N/N=C/c1ccccc1Br)C1CC1	29	4	-5	0.96	4	-5	17	17	0.96
Cc1cc(C)c2nc(N3CCC(C(=O)NCCN4CCOCC4)CC3)sc2c1	9	3	11	1	-5	10	6	5	0.97
O=C(COc1ccc(-c2ccccc2)cc1)NNC(=O)Nc1ccc(F)cc1F	4	-29	-54	0.94	6	-5	-22	-11	1.3
Cc1cc(C(=O)CSc2nc(N)cc(=O)[nH]2)c(C)n1CCc1ccc(Cl)cc1	15	-4	9	0.95	5	-10	5	-3	1
CN(C)C(=O)CSc1nnc(-c2ccc(F)cc2)c2ccccc12	-9	-25	-13	1	-2	8	-1	11	1.2
CCc1ccc(OCC(=O)NCc2ccco2)c(Br)c1	51*	0	13	0.97	3	-7	-8	39	1
Cc1cc(NS(C)(=O)=O)c(=O)n(Cc2cccc(F)c2)c1	1	-16	-14	1.1	-6	0	-8	-8	1.2
Cc1ccc(C)c(N2CCN(S(=O)(=O)c3c(C)noc3C)CC2)c1	8	-18	5	0.98	2	-7	17	16	1.2
Cc1ccccc1C(=O)NCC(=O)OCCCOC(=O)CNC(=O)c1ccccc1C	34	0	0	1	-3	7	12	15	1
CC(C)COC(=O)Nc1nnc(SCc2ccccc2F)s1	32	-3	13	0.97	3	5	-2	2	1
CCN1CCN(C(=O)c2cc3c(=O)n(C)c4ccccc4c3n2C)CC1	10	-3	11	1.1	-6	-1	12	20	1
O=C(COC(=O)c1ccco1)Nc1ccc2[nH]c(=O)[nH]c2c1	4	-4	-24	0.9	10	5	-24	-26	1
CCc1ccc(NC(=O)c2sc3nc4n(c(=O)c3c2C)CCC4)cc1	21	-19	3	0.98	2	-4	-11	44*	1.2
CCN(c1ccc(OC)cc1)S(=O)(=O)N1CCCC(C(=O)NCc2ccccc2Br)C1 (centres undefined)	6	-35	10	1.1	-8	57*	-2	37	1.3
CCOC(=O)c1c(C)[nH]c(C)c1C(=O)COC(=O)/C=C/c1ccc(OC)cc1	27	-3	21	1	-2	-12	4	16	1
Cc1ccc2nc(SCC(=O)c3ccc(Cl)cc3)nc(=O)n2c1	6	-4	9	0.84	16	-2	1	5	1
CCN(CC)C(=O)c1ccc(C(=O)Nc2ccc(F)cc2)cc1	13	-6	-8	0.97	3	-2	-1	5	1.1
CCOC(=O)C1CCN(CC(=O)N2C(C)CCCC2C)CC1 (centres undefined)	4	-1	-21	1	-3	-1	-6	4	1
CCOC(=O)C1=C(Cc2ccc(F)cc2)C(=O)c2ccccc2C1=O	4	7	27	0.97	3	31	64*	57*	0.93
CCOC(=O)NC(N(O)c1cccc(Cl)c1)C(Cl)(Cl)Cl (centres undefined)	-1	-14	5	1	-1	-2	19	13	1.1
O=C(NCCCO)C(=O)Nc1ccc2c(c1)N(S(=O)(=O)c1cccs1)CCC2	11	-5	5	0.96	4	-6	6	10	1.1
CC(OC(=O)c1ccccn1)C(=O)Nc1ccc2c(c1)OCCO2 (centres undefined)	8	-10	-5	1.1	-5	-1	5	2	1.1
COc1c(C)cc(Br)cc1C(=O)Nc1ccccc1N1CCN(C(=O)c2ccccc2)CC1	21	8	16	0.89	11	-1	13	9	0.92
COC(=O)c1ccccc1NC(=O)Cn1c(=O)oc2ccc(Cl)cc21	-2	-15	17	0.94	6	-4	22	15	1.1
COc1cc(/C=N/NC(=O)c2c(C)nc3ccc(Cl)cn23)cc(OC)c1OC	-2	-32	-3	0.97	3	-11	1	5	1.3
CN(CC(=O)Nc1ccccc1Cl)C(=O)CCSc1ccc(F)cc1	28	-19	9	1.1	-5	0	9	11	1.2
CC(C)N(C)NC(=S)Nc1ccccc1	14	-4	-1	0.98	2	6	-9	12	1
COC(=O)c1ccccc1NC(=O)C(=O)NCc1ccncc1	8	9	-1	0.96	4	1	20	20	0.91
Cn1c(=O)c2c(nc(CN3CCOCC3)n2CCc2ccccc2)n(C)c1=O	5	-8	7	1	-5	-7	0	2	1.1
CC(Oc1ccc(-c2ccccc2)cc1)C(=O)N/N=C/c1cccnc1 (centres undefined)	3	4	13	1	0	-5	1	-20	0.96
CC(C)NC(=O)C1=NN(c2ccccc2)C(=O)CC1	18	0	8	1	-1	-2	-15	8	1
O=C(COC(=O)/C=C/c1ccc(F)cc1)NCc1ccco1	1	-4	-10	0.92	8	-7	-12	2	1
Cc1c(CCC(=O)N2CCC[C@H]2C(=O)O)c(=O)oc2c(C)c3oc4c(c3cc12)CCCC4	11	-6	13	1	-5	3	0	27	1.1
Cc1cccn2cc(-c3c[nH]c4ccccc34)nc12	3	8	13	1	-4	-13	8	3	0.92
CCNc1c(NC(=O)c2cccs2)c(=O)oc2ccccc12	8	5	0	1	-4	1	4	-11	0.95
CC(=O)C1=C(O)C(=O)N(Cc2ccco2)C1c1ccc2c(c1)OCO2 (centres undefined)	12	-7	-1	0.92	8	-2	7	6	1.1

Quoted from the listing for reference:
SMILES	NLRP3 yeast inh	hIAP inh	Apaf1 inhib	mIAP act	mIAP inh	ATG4B inh	TIM10 inh	tim10-1 inh	hIAP act
CC(C)N(C)NC(=S)Nc1ccccc1	14	-4	-1	0.98	2	6	-9	12	1
COC(=O)c1ccccc1NC(=O)C(=O)NCc1ccncc1	8	9	-1	0.96	4	1	20	20	0.91
Cn1c(=O)c2c(nc(CN3CCOCC3)n2CCc2ccccc2)n(C)c1=O	5	-8	7	1	-5	-7	0	2	1.1
CC(Oc1ccc(-c2ccccc2)cc1)C(=O)N/N=C/c1cccnc1 (centres undefined)	3	4	13	1	0	-5	1	-20	0.96
CC(C)NC(=O)C1=NN(c2ccccc2)C(=O)CC1	18	0	8	1	-1	-2	-15	8	1
O=C(COC(=O)/C=C/c1ccc(F)cc1)NCc1ccco1	1	-4	-10	0.92	8	-7	-12	2	1

Further records:
SMILES	NLRP3 yeast inh	hIAP inh	Apaf1 inhib	mIAP act	mIAP inh	ATG4B inh	TIM10 inh	tim10-1 inh	hIAP act
O=c1[nH]ncc2c3ccccc3n(Cc3ccc(F)cc3)c12	22	1	6	0.97	3	-3	0	-7	0.99
COc1cc(C2SCC(=O)N2CCN2CCCCC2)ccc1O (centres undefined)	8	4	-6	0.94	6	-4	5	6	0.96
Cc1cccn2c(=O)nc(SCC(=O)N3CCCCCC3)nc12	5	10	0	0.88	12	0	5	1	0.9
COc1ccc(/C=N/NC(=O)CNC(=O)COc2ccccc2)cc1	17	2	-7	0.98	2	-3	10	13	0.98
COc1c2ccccc2c(OC)c2ccccc12	-16	4	-6	1	-1	13	11	22	0.95
O=C(N/N=C/c1ccccn1)c1cc(-c2ccccc2)nc2ccccc12	4	-6	6	0.97	2	-1	37	35	1.1
O=C(CN1C(=O)C2CC=CCC2C1=O)Nc1nc2ccc(F)cc2s1 (centres undefined)	3	-5	-2	0.97	3	0	10	19	1
COC(=O)Cn1cnc2ccccc2c1=O	5	10	1	1	0	1	-2	4	0.9
O=C(NCCCNC(=O)c1ccccc1Br)c1ccccc1Br	18	-12	5	1.1	-7	0	-3	5	1.1
O=C(NCCN1CCCCC1)c1cc(COc2c(F)cccc2F)on1	10	6	-2	0.98	2	22	-5	2	0.94
Cc1c(NC(=O)COC(=O)Cc2ccc(Br)cc2)c(=O)n(-c2ccccc2)n1C	-1	16	17	1.1	-5	8	4	-11	0.84
CCn1nc(C)c(NC(=O)/C=C/c2cnn(C)c2)c1C	1	-1	-12	0.87	13	4	11	6	1
CCN(CC(=O)NCc1cccs1)S(=O)(=O)c1ccccc1Cl	15	-3	-3	0.99	1	-3	-4	-5	1
CC(C(=O)N1CCCC1)N1CCN(S(=O)(=O)c2ccccc2)CC1 (centres undefined)	15	-6	-8	1	-1	-11	-5	-5	1.1
COc1ccc(-c2cc(N)n(S(=O)(=O)c3ccc(F)cc3)n2)cc1OC	5	-6	10	1.1	-9	-8	1	0	1.1
O=C(c1ccoc1)N1CCC2(CC1)Oc1ccc(Cl)cc1C(=O)C21CC(c2ccccc2)=NO1 (centres undefined)	7	5	17	0.94	6	5	21	26	0.95
O=C(CSc1nc2ccccc2o1)N/N=C/c1ccc(C(=O)O)cc1	1	-12	1	0.88	12	2	-3	6	1.1
Cn1c(=O)n(C)c2cc(NS(C)(=O)=O)ccc21	16	-4	-4	1	-1	-8	-2	10	1
Cc1cc(C)c(C#N)c(SCc2[nH]nc3c2C(c2ccccc2)C(C#N)=C(N)O3)n1 (centres undefined)	3	-23	3	1.1	-9	25	-1	25	1.2
CCOC(=O)CSC1=NN2CCS(=O)(=O)N=C2S1	18	4	-3	1.1	-5	-7	0	16	0.96
Nc1cc(=O)[nH]c(SCC(=O)Nc2ccccc2Sc2ccccc2)n1	4	-28	15	1.1	-10	-3	-25	9	1.3
CC(C)C(NC(=O)CNC(=O)OC(C)(C)C)C(=O)NCc1ccc(Cl)cc1 (centres undefined)	3	3	-5	1	0	-8	8	18	0.97
COc1ccccc1NC1=NC2(CCCC2)N=C(N)N1	-1	5	-4	0.95	5	10	-6	10	0.95
CCc1cccc(N=c2c([N+](=O)[O-])nn(-c3ccc4c(c3)OCCO4)n2O)c1	-23	3	17	0.87	13	-4	57*	48*	0.97
CCOc1ccc(Cl)cc1CNCCNCC(C)O (centres undefined)	18	-18	-12	0.96	4	5	4	-6	1.2
Cc1ccc(Cl)cc1NC(=O)CCNC(=O)N1CC(=O)Nc2ccccc21	13	-12	-2	1	0	1	-6	0	1.1
Cc1ccccc1C(=O)N/N=C1/SCC(=O)N1Cc1ccc2c(c1)OCO2	0	-7	-5	1	-2	3	0	3	1.1
COc1ccccc1NC(=O)NCc1ccccc1F	9	-6	6	1	-1	-10	-8	24	1.1
COc1cc2c(cc1OC)C(COc1ccccc1OC)N(C(=O)C(C)C)CC2 (centres undefined)	-4	-2	-6	0.98	2	-3	16	3	1
